# Efa HMGR inh – inhibitors of E. faecalis class II HMGR, primary screen, biochemical, Enterococcus faecalis | purified E. faecalis HMGR, NADPH absorbance 340 nm kinetic | inhibition, % at 10 µM | 0.41% of 190,000 active;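 active = inhibition above a set limit, the median over all tested compounds plus 3 SD, cut at about 9.5% in these data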;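 note: enzyme runs in reverse so mevalonate oxidation gives rising NADPH absorbance; 0% = complete reaction with DMSO and 100% = background rate lacking mevalonate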
# TNAP inh hiacc – human TNAP enzyme inhibitors, primary screen, biochemical, luminescent, high phosphate acceptor level, uHTS | Alkaline phosphatase, tissue-nonspecific isozyme (Homo sapiens), P05186 | purified TNAP, CDP-star luminescence, 1 M DEA | inhibition, % at 20 µM | 0.03% of 200,000 active | AID 1135, 2008;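 active = over 50% inhibition of tissue-nonspecific alkaline phosphatase at 20 µM in the single-dose screen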;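 note: plate controls were DMSO wells for no effect and EDTA-quenched wells as full inhibition for full effect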
# Target sequence (P05186 whole entry, looked up): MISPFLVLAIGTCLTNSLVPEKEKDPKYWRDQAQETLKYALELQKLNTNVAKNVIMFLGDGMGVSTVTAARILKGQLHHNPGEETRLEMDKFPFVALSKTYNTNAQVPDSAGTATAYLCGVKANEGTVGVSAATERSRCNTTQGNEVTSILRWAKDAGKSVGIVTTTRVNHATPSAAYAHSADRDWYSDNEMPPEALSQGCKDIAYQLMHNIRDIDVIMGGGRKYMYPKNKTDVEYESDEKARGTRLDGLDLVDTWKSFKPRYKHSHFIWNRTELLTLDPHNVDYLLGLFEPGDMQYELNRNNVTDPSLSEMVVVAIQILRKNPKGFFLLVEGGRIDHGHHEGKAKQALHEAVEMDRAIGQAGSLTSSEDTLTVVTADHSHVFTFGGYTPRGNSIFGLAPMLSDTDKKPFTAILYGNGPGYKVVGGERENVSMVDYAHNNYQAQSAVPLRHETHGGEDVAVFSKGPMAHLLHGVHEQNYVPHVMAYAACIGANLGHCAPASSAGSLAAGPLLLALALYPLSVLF
# Redox H2O2 prof – compounds producing H2O2 with reducing agent – biochemical, NIH compound library profiling, artefact control for MLSCN library redox annotation, primary screen. DTT-dependent redox cycling H2O2, phenol red/HRP absorbance; 100% = 100 µM peroxide control, 0% = buffer. activation, % at 10 µM. 0.03% of 200,000 active;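 active = activation of at least 50% relative to the plate's high and low controls in the primary single-dose screen; inactive = activation below 50%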;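 note: compound incubated with DTT at 0.8 mM final as the reducing agent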
# RAM inhibit – inhibitors of the yeast RAM network, primary screen, dse1pr::URA3 reporter, 5-FOA selection | 1.8% of 190,000 active | S. cerevisiae dse1pr::URA3 reporter, 5-FOA growth OD615, 2 d; analog-sensitive cbk1-as2 kinase mutant strain | AID 868, 2007 | inhibition, % at 50 µM;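 active = inhibition above a set limit, 3 SD over mean compound inhibition, cut at about 8.4% in these data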;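 note: 0% = DMSO-only wells with no growth and 100% = 10 µM 1-NA-PP1 full growth; inhibition rescues growth on 5-FOA so higher OD means more RAM inhibition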
# PMI act – activators of human PMI, primary screen, biochemical, fluorescence intensity, near-Km mannose 6-phosphate; 0.005% of 190,000 active; Mannose-6-phosphate isomerase (Homo sapiens), P34949; activation factor at 20 µM; purified human PMI, coupled resazurin fluorescence, 20 min; stronger effect = higher value; 1 = vehicle control, 0 substrate-free wells;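 active = activation factor of 2 or more at 20 µM, relative to plate controls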
# TNAP inh no acc – human TNAP enzyme inhibitors, primary screen, biochemical, luminescent, no phosphate acceptor, uHTS | Alkaline phosphatase, tissue-nonspecific isozyme (Homo sapiens), P05186 | purified TNAP, CDP-star luminescence, 30 min | inhibition, % at 20 µM | 0.26% of 200,000 active | AID 1012, 2008;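 active = tissue-nonspecific alkaline phosphatase inhibition above about 50% at 20 µM in the single-dose screen, limit read from the data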;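 note: 0% = DMSO negative control and 100% = EDTA positive control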
# Hsp70 act – Hsp70 transcriptional activators, primary screen, cell-based, HeLa, Hsp70 promoter luciferase, luminescence, 10 µM; HeLa Hsp70 promoter luciferase reporter; scaled: vehicle 0, proteasome-inhibitor control 100%; activation, % at 10 µM; 0.04% of 200,000 active;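 active = activation above the mean across all tested compounds plus 3 SD, cutoff set per campaign, cut at about 5.5% in these data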;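 note: 100% = MG132 at 30 µM as the positive control and 0% = DMSO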
# PMI act hi M6P – human PMI activators, high substrate, primary screen, biochemical, fluorescence intensity, near-saturating mannose 6-phosphate | Mannose-6-phosphate isomerase (Homo sapiens), P34949 | coupled PMI enzyme assay, resazurin fluorescence, 20 min; stronger effect = higher value; 1 = untreated enzyme, 0 = substrate-free blank | activation factor at 20 µM | 0.34% of 190,000 active | AID 1216, 2008;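 active = activation factor of 2 or more at 20 µM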
#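 Material: human phosphomannose isomerase with PGI, G6PDH, diaphorase coupling enzymes. Quantity: 15 ng/mL PMI. Medium: HEPES pH 7.4 buffer with MgCl2 and Tween-20. Reagent: Near-saturating mannose-6-phosphate, 1.0 mM. Compound: 20 µM single dose. Times: enzyme reaction with compound 20 min at room temperature. Detection: resorufin fluorescence at Ex 544/Em 590 nm.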
# L major viab – Leishmania major promastigote growth inhibition, primary screen; Leishmania major promastigotes, resazurin fluorescence viability; inhibition, % at 10 µM; 9% of 200,000 active; AID 1063, 2008; in the data active = inhibition above about 50%;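 note: promastigotes grown with compound for 44 hours at 28 °C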
# S1P3 antag – S1P3 receptor antagonists, primary screen, cell-based | 0.27% of 170,000 active | AID 485, 2006 | CHO S1P3 NFAT-BLA reporter, FRET fluorescence, antagonist mode | inhibition, % at 4.98 µM | Sphingosine 1-phosphate receptor 3 (Homo sapiens), Q99500;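 active = inhibition above the plate cutoff, the mean inhibition of test wells on that plate plus 3 SD, cut at about 28% in these data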;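 note: cells challenged with S1P at its EC80 of 0.8 µM; blue over green emission ratio from cleaved BLA substrate after 4 h stimulation; 0% = S1P-stimulated wells and 100% = unstimulated DMSO-only wells; some compounds past the cut are filed as inactive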
# Target sequence (Q99500 whole entry, looked up): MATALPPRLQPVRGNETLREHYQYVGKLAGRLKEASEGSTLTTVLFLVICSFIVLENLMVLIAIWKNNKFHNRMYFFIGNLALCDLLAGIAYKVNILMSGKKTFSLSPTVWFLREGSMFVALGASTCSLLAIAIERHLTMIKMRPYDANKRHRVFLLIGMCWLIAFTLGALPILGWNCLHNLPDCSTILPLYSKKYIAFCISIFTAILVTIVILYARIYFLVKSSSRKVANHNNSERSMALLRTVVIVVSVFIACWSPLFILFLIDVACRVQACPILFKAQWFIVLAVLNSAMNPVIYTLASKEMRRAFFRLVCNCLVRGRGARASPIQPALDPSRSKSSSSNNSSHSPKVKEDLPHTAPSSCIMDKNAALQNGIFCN
# * = called active by the depositor; nt = not tested or not shown.
SMILES,Efa HMGR inh,TNAP inh hiacc,Redox H2O2 prof,RAM inhibit,PMI act,TNAP inh no acc,Hsp70 act,PMI act hi M6P,L major viab,S1P3 antag
CC(C)CNC(=O)COC(=O)c1c2c(nc3ccccc13)/C(=C/c1cccs1)CC2,-6,8,0.7,1.4,0.9,-6,0.0,0.9,17,5
C(=N\N1CCN(Cc2ccccc2)CC1)/c1ccc(-c2ccccc2)cc1,1,-4,0.5,-0.4,1,-15,0.2,1,13,-4
CC(C)=CC(=O)OCC(=O)Nc1cc(C)ccc1C,-8,-1,0.0,1.9,0.9,-12,-0.2,1,2,-3
C/C(=N\NC(=O)C(C)Nc1cccc(Cl)c1)c1ccc([N+](=O)[O-])cc1 (stereo unspecified),0,-3,-0.3,0.1,1,2,-0.2,1,3,-8
Cc1cc2oc(C(=O)Nc3ccc(S(=O)(=O)N4CCCC(C)C4)cc3)cc(=O)c2cc1Cl (stereo unspecified),-2,2,0.8,2.5,0.9,21,-0.1,1,39,0
COC(=O)c1ccc(NC(=O)C2CC(=O)N(c3cc(C)ccc3C)C2)cc1 (stereo unspecified),-2,0,4.8,0.7,0.8,-2,0.6,0.8,6,-12
CN(Cc1ccc(F)cc1)C(=O)COc1ccccc1-c1ccccc1,-3,-2,-0.1,2.0,0.8,-1,-0.3,0.9,3,-4
O=C(Cc1c(Sc2ccccc2)c2ccccc2n1Cc1ccccc1)NCCO,-5,-3,-0.3,0.9,0.9,-14,-0.1,0.9,58*,-4
CCOC(=O)c1cc2n(c1C)-c1ccccc1C2=O,-5,-2,-0.9,1.1,1,-7,-0.3,1,5,-12
Cc1ccc(C)n1-c1ccc(C(=O)NN)s1,-8,-46,0.0,0.8,1.1,-289,-0.2,0.9,-7,-15
C=CCn1c(=NC(=O)CN2C(=O)CCC2=O)sc2cc(S(N)(=O)=O)ccc21,0,5,-0.5,3.6,0.8,-9,-0.1,0.9,-6,-4
Oc1ccc(CN2CCCCC2)nc1-c1ccccc1,-4,-6,0.3,1.9,1.2,-10,2.4,1,-4,7

# Among those listed so far, these have a Cl atom:
SMILES,Efa HMGR inh,TNAP inh hiacc,Redox H2O2 prof,RAM inhibit,PMI act,TNAP inh no acc,Hsp70 act,PMI act hi M6P,L major viab,S1P3 antag
C/C(=N\NC(=O)C(C)Nc1cccc(Cl)c1)c1ccc([N+](=O)[O-])cc1 (stereo unspecified),0,-3,-0.3,0.1,1,2,-0.2,1,3,-8
Cc1cc2oc(C(=O)Nc3ccc(S(=O)(=O)N4CCCC(C)C4)cc3)cc(=O)c2cc1Cl (stereo unspecified),-2,2,0.8,2.5,0.9,21,-0.1,1,39,0

# (continued)
SMILES,Efa HMGR inh,TNAP inh hiacc,Redox H2O2 prof,RAM inhibit,PMI act,TNAP inh no acc,Hsp70 act,PMI act hi M6P,L major viab,S1P3 antag
O=C(Cn1c2[n+](c3ccc(C(F)(F)F)cc31)CCCCC2)c1cccc([N+](=O)[O-])c1,-2,-2,0.1,0.3,1.1,-3,-0.4,1,-5,3
CC1Oc2ccccc2N(CC(=O)NCCc2ccccc2)C1=O (stereo unspecified),-5,-7,2.2,-0.5,1,-11,0.1,1,-8,-33
Clc1ccc(-c2cn3cc(Br)ccc3n2)cc1Cl,-6,-2,0.3,1.7,1.1,-5,-0.2,1.2,0,-18
CCOc1cc(C2C(C#N)=C(N)OC(C)=C2C(C)=O)cc(Br)c1O (stereo unspecified),0,-2,1.2,0.1,0.9,6,-0.3,1,-6,-13
CC(=O)Nc1ccc(NC(=O)CSc2nnnn2-c2ccc3c(c2)OCCO3)cc1,-4,-6,-0.1,0.8,1.1,-11,-0.3,1.1,-7,4
CCOC(=O)C1CCN(C(=O)COc2ccc(S(=O)(=O)N3CCCC3)cc2C)CC1,0,-3,-0.2,0.2,1,-9,-0.2,1,-2,-6
CC(C)NC(=O)CCn1c(=S)oc2ccccc21,0,-5,0.3,1.2,1,-17,0.2,0.9,-7,-17
CCOC(=O)c1[nH]c2ccc(F)cc2c1NC(=O)CN1CCN(C/C=C/c2ccccc2)CC1,-3,1,2.3,1.3,0.9,-3,-0.5,0.9,99*,-9
CCCn1c2c(c(O)c(C(=O)Nc3nc4ccccc4s3)c1=O)CCCC2,-3,-4,1.6,0.7,nt,-11,-0.3,nt,-4,-19
CCn1c2ccccc2c2cc(C3C(C#N)=C(N)OC4=C3C(=O)CC(C)(C)C4)ccc21 (stereo unspecified),nt,-2,nt,nt,0.8,-8,nt,0.8,nt,-14
CC(C)(C)c1ccc(S(=O)(=O)Nc2ccc(Cc3ccncc3)cc2)cc1,4,3,0.1,0.3,1.1,-5,-0.1,1,88*,-3
CNS(=O)(=O)c1cnccc1N1CCN(C)CC1,-4,-1,-0.1,1.2,0.9,-5,-0.2,0.9,1,-3

# 3 compounds from above, sorted by the value under Redox H2O2 prof, ascending.
molecule,Redox H2O2 prof
CNS(=O)(=O)c1cnccc1N1CCN(C)CC1,-0.1
O=C(Cn1c2[n+](c3ccc(C(F)(F)F)cc31)CCCCC2)c1cccc([N+](=O)[O-])c1,0.1
CCOc1cc(C2C(C#N)=C(N)OC(C)=C2C(C)=O)cc(Br)c1O (stereo unspecified),1.2

# (further entries)
SMILES,Efa HMGR inh,TNAP inh hiacc,Redox H2O2 prof,RAM inhibit,PMI act,TNAP inh no acc,Hsp70 act,PMI act hi M6P,L major viab,S1P3 antag
O=C(Cc1ccccc1)NNC1CC(=O)N(c2ccc(Cl)cc2)C1=O (stereo unspecified),-7,-7,0.5,4.8,1.1,-8,-0.3,1.1,-7,-2
O=C1CC(=C(c2ccccc2)c2ccccc2)C(=O)N1CCCN1CCN(c2cccc(Cl)c2)CC1,-5,-4,0.2,0.8,0.9,-10,0.3,0.9,11,nt
C=CCOc1cccc(C2C(C(=O)c3ccc(C)o3)=C(O)C(=O)N2CCN(C)C)c1 (stereo unspecified),-2,-8,-0.8,-1.6,1.2,-15,-0.3,1.2,-4,12
CC(=O)c1ccc(OC(=O)N(c2ccccc2)c2ccccc2)cc1,-2,-2,-0.2,1.1,0.9,-9,-0.6,0.9,2,nt
Cc1ccc(SCc2cc(=O)[nH]c(Nc3nc(C)c4ccc(C)cc4n3)n2)cc1,3,-3,-0.6,5.0,1.5,-110,0.4,2*,35,-6
COc1ccccc1-c1c(NC(=O)c2ccco2)n(-c2ccccc2)nc(C)c1=O,-1,-3,-0.2,0.5,1,-10,-0.4,0.9,-7,-19
O=C(Nc1ccc(Cl)cc1F)c1ccc(COc2c(F)c(F)c(F)c(F)c2F)o1,-2,-4,0.9,2.2,0.8,-7,-0.1,0.8,-9,-9
CCNc1nc(Oc2c(Cl)cccc2Cl)cc(C(F)(F)F)n1,0,-1,-8.8,1.6,0.9,-7,-0.1,1,77*,nt
O=C(NCc1nc2ccccc2[nH]1)c1cccs1,-5,-1,-0.9,1.4,0.9,-6,0.0,0.9,0,-2
CCOc1ccc(NC(=O)Nc2cc(-c3ccccc3)sc2C(=O)OC)cc1,-7,1,0.9,3.7,0.8,10,-0.3,0.9,4,-4
Cc1ccc(C)c(NC2=CC(=O)CC(C)(C)C2)c1C#N,-8,-4,1.9,2.3,1.1,1,0.0,1.2,2,-9
COc1ccc(CNC(=O)C2CC(c3cccc([N+](=O)[O-])c3)=NO2)cc1 (stereo unspecified),-2,0,0.8,0.9,0.9,-3,0.2,0.9,-3,nt
CC(C)NS(=O)(=O)c1ccc(CCC(=O)N2CCOCC2)cc1,-6,-3,-0.2,-0.3,0.9,-8,-0.2,0.9,-4,8
CC1(C)Cc2c(sc3nc(-c4ccccc4)oc(=O)c23)CO1,-5,5,-0.1,1.9,0.9,-4,-0.4,1,-1,13
Cc1c(Cl)cccc1NC(=S)NC1CC1,3,-4,nt,-0.4,0.9,-9,-0.2,0.9,82*,-15
Clc1ccccc1Cn1nnc(-c2cccs2)n1,0,-3,1.1,1.3,0.9,-12,0.7,0.9,-3,-4
O=C(NNc1ncnc2c1cnn2-c1ccccc1)c1cccs1,0,3,-0.1,2.2,1,-156,0.2,0.9,-5,6
c1csc(-c2ccnc3ncnn23)c1,-2,0,-0.2,0.3,1.1,-8,-0.2,1,-1,-12
O=C(CN1CCCCC1)Nc1nnc(-c2ccccc2)s1,-4,-2,0.5,0.8,1,-7,-0.1,1,-4,-11
COc1cc(C(=O)OCC(=O)NCc2ccco2)cc(OC)c1OC,2,-10,2.1,1.7,0.9,-12,0.0,0.9,-9,-28
COc1cc(NC2=CC(=O)CC(C)(C)C2)cc(OC)c1OC,-6,-8,0.6,0.1,0.9,-10,-0.1,0.9,-8,nt
COc1ccc(N2CCN(S(=O)(=O)c3ccc(OC)cc3)CC2)cc1,-2,-4,0.2,4.1,0.9,-13,-0.2,0.8,-8,9
CC1=C(C(=O)O)N2C(=O)C(NC(=O)c3nn(C)c(C)c3Cl)C2SC1 (stereo unspecified),-3,6,-1.1,0.4,1.2,0,-0.2,1.1,-6,-11
Cc1cc(F)c(F)cc1C(=O)N1CCCC1,-1,-4,0.0,-0.5,0.9,-5,0.0,0.9,2,-9
CCO[C@@H]1OC(C(=O)N2CCN(Cc3ccc4c(c3)OCO4)CC2)=C[C@H](c2cn(C(C)=O)c3ccccc23)[C@H]1CCCO,0,-8,2.3,0.6,0.8,-10,0.0,0.8,23,-19
Cc1cccc(-n2c(SCC(=O)NCc3ccco3)nc3ccccc3c2=O)c1,1,-10,-0.9,1.7,0.9,-9,0.2,0.9,47,-2
NS(=O)(=O)c1ccc(N2N=C(c3ccccc3)CC2c2ccccc2)cc1 (stereo unspecified),-3,-23,0.6,3.4,0.8,-78,-0.4,0.9,0,-8

# Reformatted: results already given
Cc1ccc(C)c(NC2=CC(=O)CC(C)(C)C2)c1C#N
  Efa HMGR inh: -8; TNAP inh hiacc: -4; Redox H2O2 prof: 1.9; RAM inhibit: 2.3; PMI act: 1.1; TNAP inh no acc: 1; Hsp70 act: 0.0; PMI act hi M6P: 1.2; L major viab: 2; S1P3 antag: -9

Cc1cc2oc(C(=O)Nc3ccc(S(=O)(=O)N4CCCC(C)C4)cc3)cc(=O)c2cc1Cl (stereo unspecified)
  Efa HMGR inh: -2; TNAP inh hiacc: 2; Redox H2O2 prof: 0.8; RAM inhibit: 2.5; PMI act: 0.9; TNAP inh no acc: 21; Hsp70 act: -0.1; PMI act hi M6P: 1; L major viab: 39; S1P3 antag: 0

# Source: PubChem BioAssay
